GRK2 inh = compounds blocking aptamer binding on GRK2 – biochemical, human GRK2, bead flow cytometry, HTS, primary screen; FAM-aptamer displacement from GRK2; Beta-adrenergic receptor kinase 1 (Homo sapiens), P25098; inhibition of aptamer binding, % at 10 µM; 0.59% of 330,000 active;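 active = inhibition of aptamer binding above 40%, roughly 3 SD of noise, on plates passing a quality check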;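 note: median bead fluorescence of bound FAM aptamer so fluorescent compounds give negative values; no value below 0 was filed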
Target sequence (P25098 whole entry, looked up): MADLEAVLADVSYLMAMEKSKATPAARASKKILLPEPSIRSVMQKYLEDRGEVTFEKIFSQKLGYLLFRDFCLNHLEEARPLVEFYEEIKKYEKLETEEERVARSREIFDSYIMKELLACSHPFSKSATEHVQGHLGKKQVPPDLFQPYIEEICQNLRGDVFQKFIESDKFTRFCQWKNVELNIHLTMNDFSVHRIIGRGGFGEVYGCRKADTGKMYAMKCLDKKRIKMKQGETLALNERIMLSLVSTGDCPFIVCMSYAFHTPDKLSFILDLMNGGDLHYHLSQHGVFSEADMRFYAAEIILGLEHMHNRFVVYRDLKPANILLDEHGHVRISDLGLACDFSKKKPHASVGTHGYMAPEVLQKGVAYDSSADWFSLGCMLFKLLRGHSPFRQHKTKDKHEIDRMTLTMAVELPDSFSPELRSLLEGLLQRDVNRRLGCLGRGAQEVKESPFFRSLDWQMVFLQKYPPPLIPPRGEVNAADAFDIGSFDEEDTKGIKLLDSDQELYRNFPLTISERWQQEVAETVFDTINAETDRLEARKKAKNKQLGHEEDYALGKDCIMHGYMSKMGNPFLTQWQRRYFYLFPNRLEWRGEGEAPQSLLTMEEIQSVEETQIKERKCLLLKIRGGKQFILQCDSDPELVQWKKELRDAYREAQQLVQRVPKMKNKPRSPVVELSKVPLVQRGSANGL
CIT2 TOR yeast = modulators of CIT2-GFP expression in yeast, primary screen, S. cerevisiae, GFP fusion, multiplex flow cytometry, MLPCN library; AID 2029, 2009; 0.065% of 320,000 active; S. cerevisiae CIT2-GFP strain, 3 h; 100 means same as DMSO wells; GFP response vs DMSO, % at 10 µM;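 active = GFP response relative to DMSO above a set limit, near the screen mean plus 3 SD, cut at about 150% in these data; inconclusive = Fewer than 70 cells measured for a yeast strain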;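 note: ratio of well median GFP fluorescence to mean of DMSO wells on the plate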
MCL1 BIM primary = inhibitors of MCL1 binding to BIM-BH3, primary screen, biochemical, fluorescence polarization | Induced myeloid leukemia cell differentiation protein Mcl-1 (Homo sapiens), Q07820 | 0.68% of 320,000 active | inhibition, % at 10.9 µM | GST-MCL1 / FITC-Bim-BH3 fluorescence polarization;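 active = inhibition above the mean inhibition of all tested compounds plus 3 SD, set per campaign, cut at about 40% in these data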;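 note: 0% = DMSO wells and 100% = unlabeled Bim-BH3 peptide control; higher means more loss of mP so more displacement of Bim peptide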
Target sequence (Q07820 whole entry, looked up): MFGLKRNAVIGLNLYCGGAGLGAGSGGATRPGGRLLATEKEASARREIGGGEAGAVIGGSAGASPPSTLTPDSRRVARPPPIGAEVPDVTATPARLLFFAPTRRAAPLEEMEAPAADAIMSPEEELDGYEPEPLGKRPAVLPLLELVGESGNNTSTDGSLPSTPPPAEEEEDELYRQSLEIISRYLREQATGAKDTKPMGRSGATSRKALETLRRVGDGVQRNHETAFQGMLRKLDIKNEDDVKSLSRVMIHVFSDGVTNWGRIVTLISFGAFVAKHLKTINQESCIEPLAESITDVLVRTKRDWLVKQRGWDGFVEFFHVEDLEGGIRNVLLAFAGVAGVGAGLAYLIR
VLA-4 inh = inhibition in human VLA-4 binding assay, primary screen, VLA-4 allosteric modulator project, MLPCN library, flow cytometry, VLA-4 expressing cells. ligand binding flow cytometry. inhibition, % (about 7 µM as worked out from the volumes in the protocol). 0.2% of 330,000 active. AID 2557, 2010; in the data active = inhibition above about 50%
Fam108B inh = mouse Fam108B serine hydrolase inhibitors, primary screen, counter-screen for RBBP9 inhibitor project, biochemical, fluorescence polarization; recombinant Fam108B, FP-Rh probe fluorescence polarization; inhibition, % at 9.51 µM; 0.33% of 300,000 active; AID 1947, 2009;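 active = inhibition above the screen mean inhibition plus 3 SD, computed separately per campaign, cut at about 18% in these data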;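 note: inhibitors lower polarization as less probe binds the enzyme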
GLD-1 TGE inh = GLD-1/TGE RNA complex disruptors, primary screen, biochemical, fluorescence polarization | Female germline-specific tumor suppressor gld-1 (Caenorhabditis elegans), Q17339 | purified GLD-1 + fluorescein TGE RNA | inhibition, % at 5.96 µM | 0.44% of 320,000 active | AID 2280, 2010;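 active = percent inhibition above a per-plate cutoff, the plate mean of test compounds plus 3 SD, cut at about 30% in these data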;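 note: 0% = DMSO wells with GLD-1 and probe and 100% = wells lacking GLD-1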
AGP1 TOR yeast = modulators of AGP1-GFP expression in yeast TOR pathway, primary screen, cell-based, multiplex flow cytometry, S. cerevisiae, MLPCN library; 3 h; GFP as percent of DMSO wells; GFP response vs DMSO, % at 10 µM; 0.02% of 320,000 active; AID 2066, 2009;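 active = GFP response relative to DMSO above a set limit, near screen average plus 3 SD, cut at about 150% in these data; inconclusive = fewer than 70 cells counted for the yeast strain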;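 note: median GFP channel fluorescence of the gated AGP1 strain per well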
MEX-5 binding = MEX-5 zinc finger RNA-binding disruptors – biochemical, C. elegans, fluorescence polarization, MLPCN library, primary screen; Zinc finger protein mex-5 (Caenorhabditis elegans), Q9XUB2; MEX-5/FITC-TCR2 RNA binding; hits give low values; activity score (negative = inhibition of binding), % at 10 µM; 0.38% of 300,000 active; AID 1832, 2009;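 active = inhibition past about -25% in most replicates, and total fluorescence under double the plate's negative control median, limit read from the data; inconclusive = replicates evenly split on the limit, or fluorescence at least double controls; inactive = too little inhibition in most replicates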;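 note: 0% = DMSO and -100% = 5 µM competing unlabeled TCR2 RNA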
Bcl-xL primary = inhibitors of human Bcl-xL, primary screen, biochemical, fluorescence polarization, HTS. 0.7% of 320,000 active. Bcl-2-like protein 1 (Homo sapiens), Q07817. inhibition, % at 10.9 µM. AID 2129, 2009. GST-Bcl-xL / FITC-Bim BH3 peptide fluorescence polarization;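 active = inhibition above the mean of all tested compounds plus 3 SD, cutoff set per campaign, cut at about 30% in these data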;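 note: 0% = DMSO wells and 100% = unlabeled Bim-BH3 peptide competitor; inhibitors lower millipolarization by displacing the labeled peptide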
* hit, by the source's call; ? = inconclusive; / = no result given; + = active, no number; [ ] = dose if it differs, or a comment. The order is random. Share with any hit: about 2.2%.

SMILES	GRK2 inh	CIT2 TOR yeast	MCL1 BIM primary	VLA-4 inh	Fam108B inh	GLD-1 TGE inh	AGP1 TOR yeast	MEX-5 binding	Bcl-xL primary
CC(C)(C)OC(=O)C[C@@H]1C/C=C\C[C@H](CC(=O)N(CCO)Cc2ccccc2)C(=O)NC[C@H](c2ccccc2)OC1=O	0	92	/	-25	/	-2	105	/	/
COc1ccc(N/C(=N\c2nc(C)cc(C)n2)NC(=O)C(C)C)cc1OC	6	93	-6	0	1	3	/	0.8	2
CC1CCN(S(=O)(=O)c2ccc(Br)s2)CC1	0	80	3	3	-2	-3	93	-0.5	1
CCOc1ccc2[nH]c(=O)c(CN(Cc3nnnn3CCc3ccccc3)CC3CCCO3)cc2c1 (stereo unspecified)	4	89	0	21	0	4	91	0.9	0
Fc1cccc(Cl)c1Cn1nnc(-c2ccc(N3CCOCC3)cc2)n1	0	97	5	35	1	9	107	1.7	5
Cc1ccc(S(=O)(=O)Nc2ccccc2C(=O)N2CCOCC2)cc1	0	88	1	-3	-4	1	87	0.2	1
CCOC(=O)c1c(N)sc(=S)c2c1CCC2	20	87	46*	-7	9	23	83	-8.7	37*
CSc1nsc(SCC(=O)Nc2nncs2)n1	0	101	-2	0	-2	6	102	-0.2	-3
Cc1ccccc1N1C(=O)c2cccc3c(N(C)CCO)ccc(c23)C1=O	0	103	+	-2	-6	167*	103	?	181*
CC(=O)OC(C(=O)NCc1ccc2c(c1)OCO2)c1ccccc1Cl (stereo unspecified)	3	101	2	7	-2	0	101	2.2	8
CC(=O)c1c(C)[nH]c(C(=O)OCC(=O)N2CCN(S(=O)(=O)c3ccc(C)cc3C)CC2)c1C	6	89	1	13	3	7	97	-3.0	6
CCNC(=O)NC(=O)COC(=O)CCc1nc(=O)c2ccccc2n1C	0	109	-7	3	2	1	103	-0.3	-3
O=C1C=C(c2ccc3c(c2)OCO3)C[C@@H](c2ccc(Cl)cc2)C1	2	96	3	44	/	-4	94	/	3
CCOC(=O)Cc1csc(NC(=O)c2ccc3c(c2)OCO3)n1	2	85	-1	14	0	2	91	2.0	1
CCN(CC)Cc1c(O)ccc2c(=O)c(-c3ccc4c(c3)OCCO4)coc12	0	?	3	3	-4	3	/	1.1	4
Cc1c(NS(C)(=O)=O)c(=O)n(-c2ccccc2)n1C	3	/	1	9	-1	5	103	1.7	1
CC1(C)Cc2c(sc(NC(=O)C(=O)N3CCCC3)c2C(N)=O)CO1	2	92	-4	13	-2	3	96	-1.1	0
O=C(/C=C/c1cccc([N+](=O)[O-])c1)c1cccs1	1	102	7	23	2	3	87	-0.2	6
CCc1ccc(NC(=O)c2ccc(F)c(S(=O)(=O)NCC3COc4ccccc4O3)c2)cc1 (stereo unspecified)	0	89	-3	-7	-43	3	98	0.3	0
CCCCn1c(N)c(-c2nc3ccccc3s2)c2c([N+](=O)[O-])nn(C)c(=O)c21	1	105	1	-1	2	-3	100	/	5
COc1cccc(NC(=O)c2ccnc(N3CCC(C(=O)NCc4ccccc4OC)CC3)c2)c1	2	99	-4	11	1	1	98	0.5	0
COc1ccc(C(=O)/C(=C\c2sccc2C)c2nc3ccccc3o2)cc1	1	101	-6	9	-1	-1	98	1.1	3
C=CC(=O)NC(NC(=O)C=C)c1ccccc1F	0	95	1	5	-2	2	99	0.9	2
Cc1[nH]c2ccc(-c3nnc(SCC(=O)N4CCCc5ccccc54)o3)cc2c1C	0	94	9	-37	14	-7	94	0.7	7
COc1ccccc1N1CCN(C(=O)c2cccc(Oc3ccccc3)c2)CC1	1	84	12	22	1	3	84	-1.7	5
COc1cc(NC(=O)c2sc3ncn(CC(=O)N4CCCCC4)c(=O)c3c2C)cc(OC)c1OC	0	108	8	-8	1	-1	101	0.1	4
C=CCNc1nc2ccccc2c(=O)[nH]1	3	99	2	3	-2	1	103	2.1	7
Oc1ccccc1Nc1nc(NCc2ccco2)c2ccccc2n1	3	95	-7	-6	3	5	102	2.1	-4
Cc1ccc(Cl)cc1NC(=O)COC(=O)CSc1ccccc1	0	112	/	17	/	1	111	/	/
O=C(Nc1ccc(C(=O)N2CCCC2)cc1)c1cccc(C(F)(F)F)c1	0	102[may fluoresce green]	13	6	2	3	100[may fluoresce green]	-0.4	8
N#Cc1ccc(-c2ccc(F)cc2)nc1Oc1ccc(F)cc1	2	107	6	-7	2	4	107	1.5	2
Fc1ccccc1CSc1nc2ncc(Br)cc2[nH]1	1	97	0	-1	-11	2	97	-3.2	3
COc1ccc(N(CC(O)CN2CCCCC2)S(=O)(=O)c2ccc(C)cc2)cc1 (stereo unspecified)	0	91	-3	2	2	-1	95	1.8	3
CC(C)(C)n1ncc2c(=O)n(CC(=O)N3CCc4ccccc43)cnc21	2	99	4	-2	-5	6	98	0.7	4
Cc1sc2nc(SCC(=O)c3cc(C)n(CC4CCCO4)c3C)n(C(C)C)c(=O)c2c1C (stereo unspecified)	4	101	0	15	0	2	97	-1.7	2
COc1ccc(/C=C/C(=O)O/N=C(\N)c2ccccn2)cc1OC	0	106	/	-2	/	-2	102	/	/
Cc1ccc2oc(C(=O)NCc3ccccc3)cc(=O)c2c1	0	103	-6	6	-2	-2	92	-1.3	-4
Cc1c(C(=O)NCc2cccnc2)sc2nc(-c3ccccc3)cn12	0	147	2	-13	-8	-15	116	1.9	3
Cc1nnc(SCC(=O)Nc2cccc(S(=O)(=O)N(C)c3ccccc3)c2)s1	4	96	0	3	1	2	97	-3.5	-2
CCOc1ccc(NC(=O)CCC(=O)NNC(=O)NC2CCCCC2)cc1	0	106	1	7	0	-6	100	-2.3	4
COc1ccc(N2C(=O)CCC(C(=O)N3CCC(C(N)=O)CC3)C2c2ccc(F)cc2)cc1 (stereo unspecified)	3	99	0	5	3	-9	102	1.2	-3
O=C(CSc1nc2ccccc2[nH]1)Nc1ccc(F)cc1	0	97	3	38	-2	1	96	1.3	1
CCCCOc1ccc(CN(C)c2ncnc(N)n2)cc1	0	91	-2	9	-2	10	92	1.8	2
C/C(=N\NC(=O)c1cc(-c2ccc(Cl)s2)[nH]n1)c1ccncc1	1	100	4	1	-5	1	99	0.4	-1
COc1ccc(NC(=O)N/C=C/c2ccccc2)cc1	1	81	-10	0	3	-4	98	0.6	-4
O=C(CC1C(=O)NCCN1Cc1ccccc1C(F)(F)F)NCCN1CCOCC1 (stereo unspecified)	0	105	9	22	-7	11	103	-5.4	16
COCCCn1c(C(=O)N2CC(C)OC(C)C2)cc2c(=O)n3cccc(C)c3nc21 (stereo unspecified)	1	104	2	2	-4	1	95	0.3	4
CC(C)c1ccccc1NC(=O)CNCCc1ccc(C(F)(F)F)cc1	4	92	5	6	3	-7	104	-2.3	4
O=C(c1cc2ccccc2o1)N1CCN(Cc2ccccc2)CC1	0	95	-4	-6	2	-1	91	-0.3	-1
O=C1Nc2cc(C(=O)NCCCN3CCOCC3)ccc2S/C1=C/c1cccc(Cl)c1	0	100	2	-2	-11	0	98	-1.6	7
C=CCn1c(SCc2nc3c(c(=O)[nH]c(=O)n3CCCC)n2CCC)nnc1-c1ccccc1	3	99	-11	9	6	-4	101	0.4	-1
N#Cc1c(-c2ccccc2)nc2n(-c3ccccc3)nc(C(=O)Nc3ccccc3)n2c1=O	0	86	5	5	-10	-3	96	-2.0	4
O=[N+]([O-])c1ccc(Cl)c(S(=O)(=O)Nc2ccc3cn[nH]c3c2)c1	0	98	/	1	/	3	92	/	/
Nc1ccn(Cc2ccccc2F)n1	0	115	-1	1	-3	-2	117	-0.5	-2
O=C(Nn1c(Cc2ccccc2)nc2ccccc2c1=O)c1c(O)c2cccc3c2n(c1=O)CCC3	0	93	4	-2	-2	-3	103	-1.2	4
NC(=O)CN(N=Nc1cccc([N+](=O)[O-])c1)c1cccc([N+](=O)[O-])c1	1	102	9	-5	0	0	101	-0.6	5
O=c1[nH]cc(-c2ccc(Br)cc2)n1Cc1ccccc1	0	102	-12	-3	0	4	106	-1.2	5
O=C(Nc1ccccn1)C(=O)Nc1ccccn1	5	98	2	-1	1	0	102	-0.5	4
S=C(NCc1ccco1)Nc1ccc(Cl)cc1Cl	0	92	7	-32	-4	7	107	0.7	0
COc1ccc(C(=O)NC2CCN(CC(=O)NCc3ccccc3)CC2)cc1	0	?	-3	4	-3	4	63[may fluoresce violet]	-1.8	-1

Three structures already listed, sorted by formula weight, descending.
SMILES	GRK2 inh	CIT2 TOR yeast	MCL1 BIM primary	VLA-4 inh	Fam108B inh	GLD-1 TGE inh	AGP1 TOR yeast	MEX-5 binding	Bcl-xL primary
O=C1Nc2cc(C(=O)NCCCN3CCOCC3)ccc2S/C1=C/c1cccc(Cl)c1	0	100	2	-2	-11	0	98	-1.6	7
O=[N+]([O-])c1ccc(Cl)c(S(=O)(=O)Nc2ccc3cn[nH]c3c2)c1	0	98	/	1	/	3	92	/	/
O=c1[nH]cc(-c2ccc(Br)cc2)n1Cc1ccccc1	0	102	-12	-3	0	4	106	-1.2	5

Carrying on.
SMILES	GRK2 inh	CIT2 TOR yeast	MCL1 BIM primary	VLA-4 inh	Fam108B inh	GLD-1 TGE inh	AGP1 TOR yeast	MEX-5 binding	Bcl-xL primary
CC(C)NC(=O)c1ccc2c(c1)N(CC(=O)Nc1ccccc1F)C(=O)C(C)(C)O2	2	96	6	17	-4	10	100	-2.1	10
COc1cc(/C=N/n2cnnc2)ccc1OCc1ccc(C)cc1	1	100	-3	-18	-3	4	91	3.2	-4
CCc1ccc(CN(C)C(=O)C2CCC(=O)N(CCCN3CCCC3=O)C2)cc1 (stereo unspecified)	0	100	-2	15	1	0	95	-0.7	-6
O=C(COC(=O)c1ccccc1[N+](=O)[O-])Nc1nnc(-c2ccccc2)o1	1	101	8	1	1	4	112	-2.8	5
Cc1nn(CC(=O)Nc2nnc(C(C)C)s2)c(=O)c2ccccc12	0	107	3	2	0	2	99	0.3	3
O=C(CSc1nnc(Cc2ccccc2)o1)N1CCCC1	1	101	-2	9	1	1	107	0.5	6
C/C(=N\NC(=O)C(C)Nc1cccc(Cl)c1)c1ccc([N+](=O)[O-])cc1 (stereo unspecified)	0	109	5	-3	9	-2	110	1.3	5
O=C(COc1ccc(Br)cc1)OCCN1CCCCC1	2	103	3	15	1	10	97	1.1	-1
O=C(Nc1ccc2[nH]c(=O)[nH]c2c1)c1ccc([N+](=O)[O-])o1	4	93	7	4	/	-2	103	/	9
Cc1cc(C(=O)N2CCOCC2)n(-c2ccccc2)n1	1	86	15	11	1	17	100	-0.2	21
CCS(=O)(=O)NCC(c1cccnc1)N1CCN(c2ccc(F)cc2)CC1 (stereo unspecified)	0	101	2	-7	-4	0	48	-1.7	5
S=c1[nH]ncn2c1cc1oc3ccccc3c12	0	103	4	8	2	-2	101	/	-1
CC(=O)Nc1ccc(NC(=O)C(C)OC(=O)c2oc3ccccc3c2C)cc1 (stereo unspecified)	0	109	4	-7	2	6	109	-1.2	-6
